Cardiac RTF inh: cardiac RTF calcium desensitization. IANBD-labeled cardiac RTF, Ca2+ fluorescence. inhibition, % at 7.15 µM. actives 0.12% (n = 340,000);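 active = inhibition above the mean inhibition of all tested compounds plus 3 SD, cut at about 17% in these data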;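 also: assay run at fixed EC70 calcium of 1.6 mM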
RTF Ca sens act: cardiac RTF calcium sensitization | IANBD-labeled TnC RTF fluorescence at EC20 calcium; 0% EC20 calcium, 100% full calcium | activation, % at 7.2 µM | AID 493008 | P19429+P45379 | actives 0.24% (n = 340,000);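 active = activation above the mean over all tested compounds plus 3 SD, cut at about 30% in these data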;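 also: rise in fluorescence read as greater calcium sensitivity of cardiac thin filaments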
OPRM1-OPRD1 ag: agonists of human mu-delta opioid receptor heterodimerization. activation, % at 9.3 µM. actives 0.3% (n = 340,000). P35372+P41143. cells, OPRM1-OPRD1 heterodimerization, luminescence. AID 504326; in the data active = activation above about 18%;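 also: 0% = vehicle-treated cells and 100% = reference agonist; values of inactives mirror those of a sister screen read the other way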
Arrestin-AP2 inh: human beta-arrestin and AP2 interaction inhibition | FITC-arrestin peptide / GST-AP2 beads, flow cytometry; AP2 beta2 appendage carries R879A mutation | inhibition, % at 10 µM | actives 0.31% (n = 340,000);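 active = inhibition above a set limit, near 3 SD of compounds lacking own fluorescence, cut at about 54% in these data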;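 also: plate controls were DMSO wells for no effect and 5 µM unlabelled arrestin peptide for full effect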
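System: GST-AP2 R879A glutathione beads; medium: PBS, Tween 20 0.05%, BSA 0.1%; reagent: fluorescein-tagged arrestin peptide at 50 nM final; schedule: pre-incubation 12 min, peptide binding 1 h, room temperature; detection: flow cytometry, FL1 (488/535 nm); read-out: inhibition as reduced fluorescein signal on beads, percent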
Keap1-Nrf2 PPI: disrupts human Keap1 binding to Nrf2 peptide; Q14145; Keap1 Kelch-Nrf2 peptide fluorescence polarization, 1536-well; inhibition, % at 9.4 µM; actives 0.15% (n = 340,000); in the data active = inhibition above about 12%;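 also: human Keap1 Kelch domain with fluorescein labeled Nrf2 9mer peptide probe; 0% = neutral control wells and 100% = peptide positive control; higher means more block of Keap1 binding to Nrf2 peptide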
Pemphigus Ab inh: human desmoglein-3 autoantibody binding inhibition; P32926; DSG3-coupled beads, scFv-anti-DSG3-GFP binding, flow cytometry; stronger effect = lower value; binding (percent of control), % at 10 µM; actives 0.48% (n = 310,000);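 active = binding more than 3 SD below its plate's average and above zero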;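 also: hits lower antibody fragment binding to DSG3; some compounds called inactive have numbers as strong as hits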
Target sequence (P32926 whole entry, looked up, the tested form may be a part): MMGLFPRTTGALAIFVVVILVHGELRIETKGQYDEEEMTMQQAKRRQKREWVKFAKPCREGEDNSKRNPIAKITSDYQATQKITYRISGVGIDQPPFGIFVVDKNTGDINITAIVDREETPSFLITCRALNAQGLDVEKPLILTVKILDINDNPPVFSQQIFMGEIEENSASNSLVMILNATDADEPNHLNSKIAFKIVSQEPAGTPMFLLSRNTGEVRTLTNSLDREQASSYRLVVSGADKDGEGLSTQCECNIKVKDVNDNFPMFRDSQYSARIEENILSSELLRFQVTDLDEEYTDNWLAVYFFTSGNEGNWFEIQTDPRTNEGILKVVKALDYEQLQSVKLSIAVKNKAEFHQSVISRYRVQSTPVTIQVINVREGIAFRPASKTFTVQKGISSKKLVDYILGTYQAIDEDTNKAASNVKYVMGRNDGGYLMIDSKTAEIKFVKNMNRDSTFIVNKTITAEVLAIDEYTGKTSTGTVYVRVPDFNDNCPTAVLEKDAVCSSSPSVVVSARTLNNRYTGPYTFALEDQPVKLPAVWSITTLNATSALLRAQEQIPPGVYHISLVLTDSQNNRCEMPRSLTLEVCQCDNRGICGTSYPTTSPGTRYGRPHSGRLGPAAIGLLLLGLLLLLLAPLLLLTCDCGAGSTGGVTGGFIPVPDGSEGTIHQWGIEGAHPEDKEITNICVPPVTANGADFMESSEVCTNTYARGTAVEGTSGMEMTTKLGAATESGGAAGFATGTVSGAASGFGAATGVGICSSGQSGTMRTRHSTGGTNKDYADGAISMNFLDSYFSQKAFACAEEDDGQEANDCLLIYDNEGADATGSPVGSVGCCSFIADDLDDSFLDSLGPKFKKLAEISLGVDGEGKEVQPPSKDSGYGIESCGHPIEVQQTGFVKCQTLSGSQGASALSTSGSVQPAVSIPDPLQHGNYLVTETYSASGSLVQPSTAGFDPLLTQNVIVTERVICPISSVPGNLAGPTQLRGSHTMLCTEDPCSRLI
V-ATPase pH: alters yeast V-ATPase proton transport. S. cerevisiae, pHLuorin cytosolic pH fluorescence. response, % at 10 µM. actives 0.37% (n = 350,000). AID 504577; in the data active = response mostly above about 7.3%, no sharp cut-off; inactive = mostly below about 5.4%; also: actives read high; inactives centre near 0; some compounds called inactive have numbers as strong as hits; reference of the scale not given here
OPRM1-OPRD1 inv: mu-delta opioid heterodimer inverse agonism; P35372+P41143; cell-based MOR-DOR heterodimer luminescence; inhibition, % at 9.3 µM; actives 0.21% (n = 340,000); AID 504357; in the data active = inhibition above about 22%, passing the limit was not always enough;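 also: 0% = cells with DMSO and 100% = wells without cells with DMSO; values of inactives mirror those of a sister screen read the other way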
Wnt bcat act: activators of Wnt/beta-catenin signaling. Wnt/beta-catenin reporter cell assay, activator, plate reader. activation, % at 9.35 µM. actives 1.2% (n = 300,000). AID 743398; in the data active = activation above about 30%, passing the limit was not always enough;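 also: 0% = neutral control wells and 100% = positive control wells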
LANA DNA inh: blocks KSHV LANA C-terminal domain binding to DNA. MBP-C-LANA/FAM-LBS DNA binding, fluorescence polarization. inhibition, % at 9 µM. actives 0.078% (n = 340,000). AID 504423;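 active = highest replicate inhibition at or above 60% at 9 µM, even if other replicates fall short; inactive = all replicates below 60% inhibition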;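 also: 0% = neutral control wells and 100% = 4 µM acridine orange control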
The depositor's hits bear a star.

What do the screens show for `COc1ccc(NC2=CC(c3ccc(OC)c(OC)c3)N(c3ccc(OC)cc3)C2=O)cc1` (centres undefined)?
Cardiac RTF inh: -5; RTF Ca sens act: 3; OPRM1-OPRD1 ag: -1.4; Arrestin-AP2 inh: -1; Keap1-Nrf2 PPI: -4; Pemphigus Ab inh: 92; V-ATPase pH: 2; OPRM1-OPRD1 inv: 7; Wnt bcat act: -2; LANA DNA inh: -0.1

Results for C=CCNC(=O)c1c(CS(=O)(=O)c2ccccc2)noc1C(=O)NCc1ccccc1 ?
Cardiac RTF inh: -4; RTF Ca sens act: -5; OPRM1-OPRD1 ag: 0.0; Arrestin-AP2 inh: -4; Keap1-Nrf2 PPI: 4; Pemphigus Ab inh: 102; V-ATPase pH: 0; OPRM1-OPRD1 inv: 0; Wnt bcat act: -4; LANA DNA inh: 0.6

How did CC(=O)c1ccc(N2CCN(C(=O)c3ccc(Cl)c(S(=O)(=O)NC4CC4)c3)CC2)c(F)c1 do in these assays?
Cardiac RTF inh: -13; RTF Ca sens act: 8; OPRM1-OPRD1 ag: -3.2; Arrestin-AP2 inh: -9; Keap1-Nrf2 PPI: -3; Pemphigus Ab inh: 109; V-ATPase pH: 9; OPRM1-OPRD1 inv: 15; Wnt bcat act: -4; LANA DNA inh: -1.8

Results for OCC[C@@H]1C[C@H](O)[C@@H](O)[C@]2(Cc3ccccc3O2)O1 ?
Cardiac RTF inh: 8; RTF Ca sens act: -3; OPRM1-OPRD1 ag: -2.5; Arrestin-AP2 inh: -7; Keap1-Nrf2 PPI: -2; Pemphigus Ab inh: 95; V-ATPase pH: -6; OPRM1-OPRD1 inv: 14; LANA DNA inh: 5.1

How did C=CCc1cccc(/C=N/c2ncccc2O)c1O do in these assays?
Cardiac RTF inh: -3; RTF Ca sens act: -12; OPRM1-OPRD1 ag: -0.4; Arrestin-AP2 inh: 20; Keap1-Nrf2 PPI: 3; Pemphigus Ab inh: 118; V-ATPase pH: -3; OPRM1-OPRD1 inv: 2; LANA DNA inh: 4.7

What do the screens show for `CN(Cc1nc2ccccc2c(=O)[nH]1)C(=O)c1ccc(S(=O)(=O)N(C)C)cc1`?
Cardiac RTF inh: -8; RTF Ca sens act: -5; OPRM1-OPRD1 ag: -1.1; Arrestin-AP2 inh: -7; Keap1-Nrf2 PPI: 0; Pemphigus Ab inh: 102; V-ATPase pH: -2; OPRM1-OPRD1 inv: 6; LANA DNA inh: 0.2

How did COc1ccccc1N1CCN(/N=C/c2cc(OC)c(OC(C)=O)c(OC)c2)CC1 do in these assays?
Cardiac RTF inh: -2; RTF Ca sens act: -4; OPRM1-OPRD1 ag: -1.8; Arrestin-AP2 inh: 11; Keap1-Nrf2 PPI: 3; Pemphigus Ab inh: 97; V-ATPase pH: -1; OPRM1-OPRD1 inv: 8; Wnt bcat act: -1; LANA DNA inh: 1.1

What do the screens show for `CN(CC(=O)Nc1ccc(F)cc1)C(=O)Cn1c(=O)oc2ccccc21`?
Cardiac RTF inh: -10; RTF Ca sens act: -1; OPRM1-OPRD1 ag: -4.4; Arrestin-AP2 inh: -8; Keap1-Nrf2 PPI: -2; Pemphigus Ab inh: 104; V-ATPase pH: -3; OPRM1-OPRD1 inv: 16; Wnt bcat act: 0; LANA DNA inh: -0.3

How did Cn1c(SCc2ccccc2)nccc1=O do in these assays?
Cardiac RTF inh: -4; RTF Ca sens act: -3; OPRM1-OPRD1 ag: 2.2; Arrestin-AP2 inh: -7; Keap1-Nrf2 PPI: -4; Pemphigus Ab inh: 100; V-ATPase pH: -4; OPRM1-OPRD1 inv: -11; Wnt bcat act: -4; LANA DNA inh: 1.6

What do the screens show for `O=C(NNc1nc2c(F)cc(F)cc2s1)c1ccccc1`?
Cardiac RTF inh: -2; RTF Ca sens act: -3; OPRM1-OPRD1 ag: -0.1; Arrestin-AP2 inh: 5; Keap1-Nrf2 PPI: -1; Pemphigus Ab inh: 100; V-ATPase pH: 2; OPRM1-OPRD1 inv: 0; Wnt bcat act: 0; LANA DNA inh: 0.4

What do the screens show for `O=[N+]([O-])c1c(Nc2ccccn2)cc(Cl)c2nonc12`?
Cardiac RTF inh: 3; RTF Ca sens act: 33*; OPRM1-OPRD1 ag: -1.4; Arrestin-AP2 inh: 26; Keap1-Nrf2 PPI: -11; Pemphigus Ab inh: 110; V-ATPase pH: 33*; OPRM1-OPRD1 inv: 7; Wnt bcat act: 1; LANA DNA inh: 1.3

How did Cc1cccc(C2c3[nH]c4ccccc4c3CCN2Cc2cnn(-c3ccc(F)cc3)c2)n1 (centres undefined) do in these assays?
Cardiac RTF inh: -1; RTF Ca sens act: 9; OPRM1-OPRD1 ag: 0.5; Arrestin-AP2 inh: 2; Keap1-Nrf2 PPI: -3; Pemphigus Ab inh: 94; V-ATPase pH: 0; OPRM1-OPRD1 inv: -3; Wnt bcat act: 1; LANA DNA inh: 0.7

How did COc1ccc(C2=NN(C(=O)c3cccs3)C(O)(C(F)(F)F)C2)cc1 (centres undefined) do in these assays?
Cardiac RTF inh: -6; RTF Ca sens act: 0; OPRM1-OPRD1 ag: 3.7; Arrestin-AP2 inh: -1; Keap1-Nrf2 PPI: -1; Pemphigus Ab inh: 96; V-ATPase pH: 2; OPRM1-OPRD1 inv: -19; Wnt bcat act: 0; LANA DNA inh: 0.5

Results for Cc1cccc2c1nc(-c1ccccc1)n1nnnc21 ?
Cardiac RTF inh: -5; RTF Ca sens act: -2; OPRM1-OPRD1 ag: -0.6; Arrestin-AP2 inh: 12; Keap1-Nrf2 PPI: -3; Pemphigus Ab inh: 101; V-ATPase pH: -2; OPRM1-OPRD1 inv: 3; LANA DNA inh: -0.9

What do the screens show for `CCOC(=O)c1cc2sccc2n1CC(=O)Nc1ccc2c(c1)OCCO2`?
Cardiac RTF inh: -7; RTF Ca sens act: -4; OPRM1-OPRD1 ag: 2.1; Arrestin-AP2 inh: 7; Keap1-Nrf2 PPI: -2; Pemphigus Ab inh: 103; V-ATPase pH: -4; OPRM1-OPRD1 inv: -13; LANA DNA inh: -1.0

How did CCOc1cc(NC(=S)NCC2CCCO2)c(OCC)cc1NC(=O)c1ccccc1 (centres undefined) do in these assays?
Cardiac RTF inh: -14; RTF Ca sens act: -2; OPRM1-OPRD1 ag: -1.7; Arrestin-AP2 inh: 3; Keap1-Nrf2 PPI: 4; Pemphigus Ab inh: 91; V-ATPase pH: 2; OPRM1-OPRD1 inv: 8; Wnt bcat act: -6; LANA DNA inh: 2.2

Results for CC1CN(C(=O)CCC(=O)NCc2cccnc2)c2ccccc2O1 (centres undefined) ?
Cardiac RTF inh: -1; RTF Ca sens act: 5; OPRM1-OPRD1 ag: -1.2; Arrestin-AP2 inh: 6; Keap1-Nrf2 PPI: -5; Pemphigus Ab inh: 112; V-ATPase pH: 2; OPRM1-OPRD1 inv: 7; Wnt bcat act: -3; LANA DNA inh: 0.9

How did Cc1ccc2c(c1)CCCN2C(=O)c1ccncc1 do in these assays?
Cardiac RTF inh: -4; RTF Ca sens act: 10; OPRM1-OPRD1 ag: -0.2; Arrestin-AP2 inh: 6; Keap1-Nrf2 PPI: -3; Pemphigus Ab inh: 111; V-ATPase pH: 0; OPRM1-OPRD1 inv: 1; Wnt bcat act: 0; LANA DNA inh: -1.5

What do the screens show for `N#Cc1ccccc1OCC(=O)NNC(=O)CCNC(=O)c1ccccc1`?
Cardiac RTF inh: -7; RTF Ca sens act: -4; OPRM1-OPRD1 ag: 0.3; Arrestin-AP2 inh: 6; Keap1-Nrf2 PPI: -5; Pemphigus Ab inh: 93; V-ATPase pH: 7; OPRM1-OPRD1 inv: -1; Wnt bcat act: 2; LANA DNA inh: -0.8

How did O=C(Nc1ccc2nc(C3CC3)n(Cc3ccc(F)cc3)c(=O)c2c1)c1ccco1 do in these assays?
Cardiac RTF inh: -9; RTF Ca sens act: 15; OPRM1-OPRD1 ag: 4.4; Arrestin-AP2 inh: 9; Keap1-Nrf2 PPI: -2; Pemphigus Ab inh: 92; V-ATPase pH: -2; OPRM1-OPRD1 inv: -24; LANA DNA inh: 2.0

How did Cc1cc(C(=O)N2CCC(C(=O)O)CC2)c(C)o1 do in these assays?
Arrestin-AP2 inh: 14; Pemphigus Ab inh: 104; V-ATPase pH: -2; Wnt bcat act: -2

Results for O=C(CSc1nc2c(cnn2-c2ccc(F)cc2)c(=O)[nH]1)N1CCCc2ccccc21 ?
Cardiac RTF inh: -11; RTF Ca sens act: 12; OPRM1-OPRD1 ag: 2.7; Arrestin-AP2 inh: 1; Keap1-Nrf2 PPI: -4; Pemphigus Ab inh: 106; V-ATPase pH: -2; OPRM1-OPRD1 inv: -15; Wnt bcat act: -4; LANA DNA inh: -2.0

What do the screens show for `O=[N+]([O-])c1ccc(S(=O)(=O)Nc2ncccn2)cc1`?
Cardiac RTF inh: -14; RTF Ca sens act: -7; OPRM1-OPRD1 ag: 1.2; Arrestin-AP2 inh: -18; Keap1-Nrf2 PPI: 6; Pemphigus Ab inh: 93; V-ATPase pH: -10; OPRM1-OPRD1 inv: -6; Wnt bcat act: 0; LANA DNA inh: -3.0

How did Cc1ccc2[nH]c(=O)c(CN(Cc3nnnn3C3CCCC3)C3CCCCC3)cc2c1 do in these assays?
Cardiac RTF inh: -2; RTF Ca sens act: 13; OPRM1-OPRD1 ag: 3.2; Arrestin-AP2 inh: 2; Keap1-Nrf2 PPI: -9; Pemphigus Ab inh: 100; V-ATPase pH: -2; OPRM1-OPRD1 inv: -19; Wnt bcat act: 2; LANA DNA inh: 2.4

Results for COc1cc(NC(=O)c2cccs2)cc(OC)c1 ?
Cardiac RTF inh: 7; RTF Ca sens act: 1; OPRM1-OPRD1 ag: -2.1; Arrestin-AP2 inh: -30; Keap1-Nrf2 PPI: -2; Pemphigus Ab inh: 104; V-ATPase pH: 0; OPRM1-OPRD1 inv: 12; LANA DNA inh: 0.2

What do the screens show for `O=C(Nc1ccc(Cl)c(Cl)c1)Nc1nc(-c2ccccc2)cs1`?
Cardiac RTF inh: -13; RTF Ca sens act: 2; OPRM1-OPRD1 ag: 4.5; Arrestin-AP2 inh: -2; Keap1-Nrf2 PPI: -3; Pemphigus Ab inh: 109; V-ATPase pH: 1; OPRM1-OPRD1 inv: -24; Wnt bcat act: -22; LANA DNA inh: 1.6

How did Cc1ccc(NC(=O)c2ccccc2N2C(=O)C3C4C=CC(C5CC45)C3C2=O)cc1C (centres undefined) do in these assays?
Cardiac RTF inh: 0; RTF Ca sens act: 0; OPRM1-OPRD1 ag: -2.0; Arrestin-AP2 inh: -6; Keap1-Nrf2 PPI: -3; Pemphigus Ab inh: 110; V-ATPase pH: 1; OPRM1-OPRD1 inv: 14; Wnt bcat act: 4; LANA DNA inh: 0.6

Results for c1ccc(CCNc2nc(-c3ccncc3)cs2)cc1 ?
Cardiac RTF inh: -2; RTF Ca sens act: 1; OPRM1-OPRD1 ag: -0.5; Arrestin-AP2 inh: -3; Keap1-Nrf2 PPI: -1; V-ATPase pH: 2; OPRM1-OPRD1 inv: 2; Wnt bcat act: -1; LANA DNA inh: -1.6
